Source: PubChem (National Center for Advancing Translational Sciences (NCATS))
D2 PAM – positive allosteric modulators of human D2 dopamine receptor; HEK293 T-REx D2, calcium flux, EC20 dopamine potentiation; potentiation, % at 10 µM; 340,000 tested, 0.34% active;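 active = potentiation over 3 SD above the plate norm, cut at about 30% in these data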; also: 0% is about no effect
Target sequence (P14416 whole entry, looked up): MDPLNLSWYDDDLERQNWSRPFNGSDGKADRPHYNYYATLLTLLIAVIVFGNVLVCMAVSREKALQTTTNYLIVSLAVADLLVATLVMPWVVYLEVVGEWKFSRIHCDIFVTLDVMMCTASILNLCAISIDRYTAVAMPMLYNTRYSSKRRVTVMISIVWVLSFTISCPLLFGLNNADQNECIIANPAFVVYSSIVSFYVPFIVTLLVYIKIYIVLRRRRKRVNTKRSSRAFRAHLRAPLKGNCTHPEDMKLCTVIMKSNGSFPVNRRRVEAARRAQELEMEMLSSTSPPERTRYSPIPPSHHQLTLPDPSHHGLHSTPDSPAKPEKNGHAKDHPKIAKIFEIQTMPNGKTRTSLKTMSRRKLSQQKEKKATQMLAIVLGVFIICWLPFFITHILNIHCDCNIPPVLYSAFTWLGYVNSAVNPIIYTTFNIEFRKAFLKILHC
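Potentiation of an EC20 dopamine calcium response is measured in a force-coupled, tetracycline-inducible Hek293 Trex D2 line. Compound-only kinetic reads over 180 s flag agonists before dopamine addition.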
D1 ag – human D1 receptor agonism; activation, % at 2 µM; P21728; HEK293 T-REx D1 cells, calcium flux, agonist mode; 360,000 tested, 1% active; in the data active = activation above about 30%; also: 0% is about no effect
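Agonism was scored from calcium flux recorded over 180 s (1 read/s) after pintool compound addition, following a 10-cycle baseline. Cells were inducible force-coupled HEK293 TREx D1, plated overnight at 30 C and loaded with no-wash calcium dye.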
D2 ag – activates the human D2 dopamine receptor. 340,000 tested, 0.53% active. activation, % at 2 µM. HEK293 T-REx D2 cells, calcium flux agonist mode. P14416;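 active = activation over 3 SD above normal in the single-dose calcium agonist read, cut at about 30% in these data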; also: 0% is about no effect
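In this primary screen, compounds producing a positive calcium signal within 180 s of addition to tetracycline-induced, force-coupled HEK293 Trex D2 cells are flagged; cells are dye-loaded with a no-wash calcium kit beforehand.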
TRHR PAM – TRH receptor (human) allosteric enhancement | TRHR cells, fluo-8 calcium fluorescence, EC20 TRH enhancement | 360,000 tested, 0.66% active | enhancement, % at 2 µM | AID 493056; in the data active = enhancement above about 30%; also: 0% is about no effect
Target sequence (P34981 whole entry, looked up): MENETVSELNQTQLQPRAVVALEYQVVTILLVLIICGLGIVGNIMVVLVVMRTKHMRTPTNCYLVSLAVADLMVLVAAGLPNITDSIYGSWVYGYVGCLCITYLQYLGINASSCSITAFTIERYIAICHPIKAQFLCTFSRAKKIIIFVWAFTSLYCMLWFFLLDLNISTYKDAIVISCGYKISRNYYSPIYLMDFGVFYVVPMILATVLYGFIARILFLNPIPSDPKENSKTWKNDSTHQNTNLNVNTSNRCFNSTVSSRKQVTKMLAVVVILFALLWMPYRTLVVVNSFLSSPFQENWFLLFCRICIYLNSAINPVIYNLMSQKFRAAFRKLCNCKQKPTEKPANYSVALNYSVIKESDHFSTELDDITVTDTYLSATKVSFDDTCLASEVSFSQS
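Enhancer read-out: after compound pinning and an initial kinetic agonist-mode read, an EC20 of TRH (10 nM final) was injected and fluo-8 calcium signal (Ex 480/Em 530) followed at 1 s/cycle for 100 cycles in TRHR-expressing cells.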
RXFP1 ag – RXFP1 (human) receptor agonism; HEK293T-RXFP1 cAMP TR-FRET, 30 min; response scale: percent of porcine relaxin response, buffer zero; Potency, µM (top dose mostly 57.5 µM), without a hit: top-dose activation, actives largely listed as activators; 370,000 tested, 0.3% active; active = well fitted activation curve with a large enough effect; inconclusive = small, poorly fitted or top-dose-only effect; also: potency is read from the fitted curve at half-maximal effect; % is scaled to controls: 0 for no effect and ±100 for the full control effect; nearly all actives have a fitted effect of over 60% in size; many of its hits are not listed in these tables
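HEK293T cells stably expressing RXFP1 were pretreated with the PDE4 inhibitor Ro 20174, exposed to compounds for 30 min at 37C, lysed, and cAMP was read by TR-FRET. Data normalized to buffer (basal) and 29 nM porcine relaxin (100%).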
D1 PAM – potentiators of human D1 dopamine receptor. AID 504651. potentiation, % at 10 µM. HEK293 TREx D1 cells, calcium flux, dopamine EC20 potentiation. 360,000 tested, 0.036% active; in the data active = potentiation above about 30%; also: 0% is about no effect
D1 antagonist – human D1 dopamine receptor antagonism | P21728 | HEK293 TREx D1 cells, calcium flux, dopamine EC80; hits give low values | activity change, negative = inhibition, % at 10 µM | 360,000 tested, 3.2% active | AID 504652; in the data active = activity change below about -30%; also: % is scaled to controls: 0 for no effect and ±100 for the full control effect
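Antagonism measured as reduced calcium response to an EC80 dopamine addition following 180 s compound pre-read; cells were inducible HEK293 Trex D1 plated overnight at 30 C, read kinetically at 1 cycle/sec.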
RXFP1 antag – RXFP1 (human) relaxin receptor antagonism; Q9HBX9; HEK293-RXFP1, relaxin-stimulated cAMP HTRF, 30 min; hits give low values; activity change, negative = inhibition, % at 57.5 µM; 350,000 tested, 0.59% active; AID 1259400;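 active = activity change of -60% or lower, but not beyond a set lower limit; inconclusive = change between -60% and -40%, or beyond the set limit; inactive = change above -40%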; also: % is scaled to controls: 0 for no effect and ±100 for the full control effect
D2 antagonist – antagonizes the human D2 dopamine receptor; 340,000 tested, 2% active; HEK293 TREx D2 cells, calcium flux, dopamine EC80; inhibition, % at 10 µM; in the data active = inhibition above about 30%; also: 0% is about no effect
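Overnight-induced (tetracycline, 30 C) HEK293 T-REx cells carrying force-coupled D2 receive a no-wash calcium dye, then compound, then EC80 dopamine at 180 s; signals are read kinetically throughout.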
An asterisk follows results filed as active; ? = inconclusive; · = not tested or not shown; & = joins results of further samples.

SMILES,D2 PAM,D1 ag,D2 ag,TRHR PAM,RXFP1 ag,D1 PAM,D1 antagonist,RXFP1 antag,D2 antagonist
CCOC(=O)Cn1nc(-c2ccccc2)c(-c2ccccc2)nc1=O,18.4,2.3,-0.2,13.0,0.2%,-1.4,2.3,-8.3,-3.2
COc1ccc(/C=C2\CC/C(=C\c3ccc(OC)cc3OC)C2=O)c(OC)c1,·,54.4*,14.4,-5.2,0.9%,-1.0,10.2,-1.6,10.7
CCOC(=O)c1c(C)[nH]c(C(=O)COC(=O)COc2ccc(OC)cc2)c1C,3.9,4.9,-0.7,2.0,0.3%,-9.3,2.4,-4.8,-5.1
Cc1ccc(C2=N/C(=C/N3CCOCC3)C(=O)O2)cc1,·,0.5,3.0,-1.3,0.1%,-3.0,1.6,1.7,8.9
Cc1noc(C)c1COc1ccc(C(=O)N2CC(C)CC(C)C2)cc1 (stereo not drawn),-3.8,5.3,0.5,-8.3,1.2%,-3.7,6.9,-7.3,5.6
CC(C)(C)N/N=C/c1c(O)n(-c2ccc(Cl)cn2)c(=O)c2ccccc12,-6.5,3.2,0.2,-5.8,0.3%,-5.2,14.8,-2.4,15.5
CSc1ccc(/C=C(/Sc2nnc(-c3ccccc3)o2)C(=O)O)cc1,2.2,1.2,2.3,-1.4,2.0%,-9.7,12.8,?,-17.4
CCOC(=O)c1csc(NC(=O)c2ccc(S(=O)(=O)N(C)C)cc2)n1,8.9,17.6,0.7,4.0,-1.8%,5.7,15.1,9.1,-5.7
CCn1cc(C(=O)N(C)Cc2ccc(OC(F)F)cc2)c(=O)c2ccc(C)nc21,4.2,3.1,-1.2,3.2,4.6%,0.8,2.0,-0.3,2.7
CCCCC(CCC(=O)Nc1ccccc1C(=O)OCC)C(=O)O (stereo not drawn),4.9,3.3,-1.1,0.2,0.3%,-5.8,-0.7,-4.4,-11.7
CCN(CC)CCN(C(=O)CCS(=O)(=O)c1ccccc1)c1nc2c(C)cc(C)cc2s1,-9.9,6.4,-0.3,-4.1,0.5%,-3.0,-20.0,-11.9,-8.9
Cc1ccc(NC(=O)c2cc(-c3ccc(Br)s3)nc3ccccc23)cc1F,11.6,8.5,·,0.5,-2.9%,1.4,-10.1,1.1,·
COc1ccc(C(=O)OCC(=O)Nc2ccc([N+](=O)[O-])cc2OC)c(O)c1,4.7,0.9,0.0,1.8,14.2%,-1.9,-3.5,-0.1,-6.8
CCOC(=O)CN(C(=O)COc1nc(C)cc(C)c1C#N)c1ccc(F)cc1,-10.1,0.8,-0.1,0.2,3.7%,-4.4,-8.0,-14.6,-5.3
CCOC(=O)N1CCN(CC(O)COc2c(C)cc(C)cc2C)CC1 (stereo not drawn),-11.2,5.3,2.7,1.4,-0.9%,-4.2,-6.5,-6.7,-2.1
COc1ccc(OC)c(NC(=O)NCCc2cccc(Cl)c2)c1,-24.1,-0.7,-2.2,-1.9,-1.6%,-4.3,·,-10.5,-23.7
CCOc1ccc(C(=O)CCC(=O)NC(CC(C)C)C(=O)OC)cc1 (stereo not drawn),8.1,1.6,0.3,-1.3,-0.6%,-4.2,-6.8,-12.2,-2.7
CN(C)c1cccc(C(=O)N(C)C2CCCN(Cc3ccccc3F)C2)c1 (stereo not drawn),2.2,0.7,-0.4,31.1*,-2.2%,1.8,-5.0,5.0,-3.9
CCCCn1c(N)c(N(CCC(C)C)C(=O)C2CCN(C(=O)c3ccccc3C)CC2)c(=O)[nH]c1=O,-1.3,4.5,0.0,-0.8,1.2%,4.8,-6.4,-4.7,-17.7
CN(CCCC(=O)N1CCCC(C(N)=O)C1)S(=O)(=O)c1ccc(F)cc1 (stereo not drawn),21.7,-0.2,0.1,9.8,-1.0%,1.0,4.4,2.1,-26.2
O=C(NCCN1C(=O)S/C(=C/c2cccnc2)C1=O)C1=NN(c2ccccc2)C(=O)CC1,-9.0,-0.6,1.0,5.6,-1.6%,1.6,-5.7,-2.5,-7.4
CCn1c2ccc(F)cc2c2nnc(NN)nc21,0.4,-0.3,-0.2,-14.1,2.9%,-3.0,8.2,·,-15.6
COc1ccc(/C=N/N(c2ccccc2)c2ccccc2)cc1O,2.8,2.9,0.7,-3.3,0.7%,-4.7,-1.0,-13.2,-1.8
Cc1cnc2c(c1)C(=O)c1ccccc1-2,-9.3,0.7,-0.5,-12.3,0.0%,6.3,0.8,5.1,8.4
Cc1nn(C)c(Oc2ccccc2)c1CCNS(=O)(=O)c1ccccc1,14.9,6.8,-0.3,-3.6,0.2%,-2.3,14.8,11.8,0.0
Cc1cccc(CSCCNC(=O)CN(c2ccccc2)S(=O)(=O)N(C)C)c1,7.6,29.8,-0.3,-3.7,2.2%,-6.7,-5.5,2.5,·
Cc1ccc(CCNC(=O)c2ccc3c(c2)nc2n3CCC(C)C2)cc1 (stereo not drawn),0.3,0.6,-0.1,-2.4,-2.6%,-1.4,-13.4,1.4,·
O=C(CN1CCc2ccccc21)NN1CC(=O)N(c2ccc(Cl)cc2)CC1=O,-2.4,3.6,-0.2,-1.9,1.1%,0.1,10.2,?,-28.0
O=C(COC(=O)CNC(=O)c1ccco1)Nc1ncc(Cl)cc1Cl,5.9,5.9,1.0,16.1,-0.1%,·,2.8,3.9,-23.9
Cc1cccc(NC(=O)Nc2ccc(F)cc2)n1,8.0&2.7,2.9&-0.1,0.3&-0.6,-4.5&7.6,0.0%&-2.4%,-1.4&-0.2,-1.8&9.5,-3.4,-4.1
CCOC(=O)C1CCN(CC(=O)Nc2c(C(=O)OC)[nH]c3ccccc23)CC1,-8.1,3.6,35.2*,17.1,0.8%,0.7,4.5,·,48.8*
Cc1nn(Cc2ccccc2)c(Cl)c1C(=O)OCc1nnc(-c2ccc(Cl)cc2)o1,-3.1,9.0,1.3,0.6,3.5%,1.1,0.3,-3.6,-22.5
COCCNC(=O)c1cc(-c2cccc(Cl)c2)on1,-15.1,0.4,0.0,9.4,-2.0%,2.2,-5.1,8.3,·
COc1cccc(CC(NC(C)=O)C(=O)NC2CCN(S(=O)(=O)c3ccc(C)cc3)CC2)c1OC (stereo not drawn),0.5,3.7,-0.5,3.8,2.8%,-3.2,-18.1,1.1,-10.0
Cc1cc(C)c(-c2csc(NC(=O)/C=C/c3cccs3)n2)c(C)c1,-20.3,2.2,0.8,-0.8,0.2%,-1.8,-36.9*,?,20.6
O=C(NCN1C(=O)C2C3C=CC(C3)C2C1=O)Nc1nccs1 (stereo not drawn),7.5,1.1,·,-0.3,1.7%,1.9,-12.8,-5.3,·
COc1ccc(Cn2ccc3nc(C)c(C(=O)Nc4cc(OC)c(OC)c(OC)c4)cc3c2=O)cc1,9.6,1.8,-0.1,18.7,3.2%,-7.1,-6.8,-11.1,·
COc1ccc(OC)c(-c2cc(C3CCN(c4ncccc4[N+](=O)[O-])CC3)[nH]n2)c1,-8.1,7.0,-0.5,1.6,1.6%,4.3,6.5,-16.2,5.1
COc1ccc(CCNS(=O)(=O)c2ccc([N+](=O)[O-])cc2)cc1OC,0.7,2.3,-0.3,-5.7,-0.8%,-4.7,-10.8,5.8,2.0
CCN(CC)CCC(O)(c1ccccc1)C1CCCCC1 (stereo not drawn),-15.9,-0.1,0.3,-3.8,-3.3%,-12.3,-13.2,3.4,-8.4
COc1cc(C(=O)OCC(=O)Nc2ccc(C)cc2)cc(OC)c1OC,-3.3,4.8,0.2,-4.5,1.9%,12.2,3.8,5.0,2.7
COc1ccc2c(c1)C(c1ccc(Cl)cc1)NC(=O)C2 (stereo not drawn),·,4.7,·,-3.8,-3.8%,2.6,9.1,·,·
CC(=O)c1ccc(NC(=O)c2ccc(-c3nc(CSc4ccc(C)cc4)c(C)o3)cc2)cc1,3.5,3.3,0.5,-0.6,5.0%,0.1,-2.1,·,·
CC(=O)Nc1ccc(/C(C)=N/Nc2nc(Nc3ccccc3)nc(N3CCOCC3)n2)cc1,3.2,0.3,0.6,-3.4,-2.3%,-3.2,-8.2,-1.1,2.2
COc1ccc(Cl)cc1NC(=O)C[n+]1ccccc1,0.0,1.6,-0.6,28.4,0.0%,10.4,-12.9,6.4,10.4
Cc1ccc(C(=O)NNC(=O)OC(C)(C)C)c(Cl)c1,6.0,-2.7,0.3,-1.8,0.7%,-0.8,26.8,7.8,-1.3
O=C(CSc1ccc(Cl)cc1)N1CCOCC1,28.7,3.1,0.3,4.3,2.7%,1.7,-2.7,16.2,-2.8
COc1ccc(CCn2c(C)ccc2C)cc1OC,5.4,-0.5,0.2,4.6,-1.9%,-6.7,-5.5,·,-15.0
Nc1c(Cl)ncnc1N/N=C/c1cccc(O)c1,-2.9,3.0,1.3,4.4,4.3%,-6.9,0.9,-12.3,-8.2
COC(=O)c1cccc(NC(=S)Nc2cccc(Cl)c2Cl)c1,15.5,1.1,0.4,1.4,0.3%,0.5,-1.5,-5.3,-0.9
CN(C)c1ccc(N=Cc2nc(-c3ccccc3)oc2OC(=O)c2cccc(Br)c2)cc1,3.3,5.8,1.0,-2.4,2.5%,-1.1,16.1,-3.5,-5.0
COc1ccc(-c2noc(N3CCC(C(=O)Nc4ccc(F)cc4Cl)CC3)n2)cc1,-8.9,0.0,0.3,-1.3,-0.8%,-2.5,-20.2,2.6,·

Only part of the results is shown; rates above refer to the full screens.
